Screening results: PubChem BioAssay, several laboratories
APP 5'UTR act: activates APP 5'UTR luciferase reporter; 190,000 compounds, 1% hits; activation, % at 2 µM; SH-SY5Y APP 5'UTR luciferase reporter, luminescence; zero percent = DMSO vehicle wells;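 active = activation above a set limit, based on mean plus 3 SD of controls, cut at about 140% in these data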; also: values of inactives mirror those of a sister screen read the other way
Hsp70 activator: Hsp70 transcriptional activation, primary screen | 200,000 compounds, 0.04% hits | AID 1203 | HeLa Hsp70 promoter luciferase reporter, luminescence; scaled: vehicle 0, proteasome-inhibitor control 100% | activation, % at 10 µM;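 active = activation above the mean across all tested compounds plus 3 SD, cutoff set per campaign, cut at about 5.5% in these data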;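 also: 100% = MG132 at 30 µM as the positive control and 0% = DMSO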
STAT3 act: activators of IL-6 induced STAT3 signaling; activation (% of control), % at 5.6 µM; U3A cells, IL-6 STAT3-luciferase reporter, luminescence; 100% = signal with IL-6 EC80 alone; 190,000 compounds, 0.91% hits;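 active = activation above the screen-wide mean of compound activation plus 3 SD, cut at about 130% in these data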;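 also: 0% = background luminescence of wells with medium and substrate only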
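Test system: STAT3-luciferase reporter U3A cells; Detection: reporter luminescence signal; Times: 1 h compound pre-exposure, 6 h IL-6 stimulation, 37 °C; Benchmarks: IL-6-only high control; Also added: IL-6 stimulus at 33 ng/mL final.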
STAT1 inh: reduces IFN-gamma driven STAT1 reporter signal; NIH 3T3 STAT1-luciferase reporter, luminescence; inhibition, % at 5.5 µM; 200,000 compounds, 0.35% hits; AID 920;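 active = inhibition above a set limit, the mean inhibition across all tested compounds plus 3 SD, cut at about 34% in these data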;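 also: 0% = IFN-gamma with DMSO and 100% = IFN-gamma with 300 µM nifuroxazide; values of inactives mirror those of a sister screen read the other way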
Redox H2O2 prof: compounds producing H2O2 with reducing agent – biochemical, NIH compound library profiling, artefact control for MLSCN library redox annotation, primary screen. DTT-dependent redox cycling H2O2, phenol red/HRP absorbance; 100% = 100 µM peroxide control, 0% = buffer. activation, % at 10 µM. 200,000 compounds, 0.03% hits;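 active = activation of at least 50% relative to the plate's high and low controls in the primary single-dose screen; inactive = activation below 50%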;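 also: compound incubated with DTT at 0.8 mM final as the reducing agent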
STAT1 activator: STAT1 signaling activation; NIH 3T3 STAT1-luciferase reporter, IFN-gamma, luminescence; 100% = IFN-gamma alone, no compound; activation (% of control), % at 5.5 µM; 200,000 compounds, 2.6% hits; AID 932;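 active = activation above the screen-wide mean activation plus 3 SD, cut at about 130% in these data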;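 also: raw ratio to IFN-gamma control signal so 100% means no change and 0% no light; values of inactives mirror those of a sister screen read the other way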
TLR4-MyD88 BLA: inhibitors of human TLR4-MyD88 binding; 200,000 compounds, 0.18% hits; AID 861; HeLa CL3-4 TLR4/MyD88 BLA complementation, FRET ratio; O00206+Q99836; inhibition, % at 8.4 µM; in the data active = inhibition above about 25%;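 also: 0% = vehicle and 100% = reference inhibitor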
Target sequence (O00206 whole entry, looked up): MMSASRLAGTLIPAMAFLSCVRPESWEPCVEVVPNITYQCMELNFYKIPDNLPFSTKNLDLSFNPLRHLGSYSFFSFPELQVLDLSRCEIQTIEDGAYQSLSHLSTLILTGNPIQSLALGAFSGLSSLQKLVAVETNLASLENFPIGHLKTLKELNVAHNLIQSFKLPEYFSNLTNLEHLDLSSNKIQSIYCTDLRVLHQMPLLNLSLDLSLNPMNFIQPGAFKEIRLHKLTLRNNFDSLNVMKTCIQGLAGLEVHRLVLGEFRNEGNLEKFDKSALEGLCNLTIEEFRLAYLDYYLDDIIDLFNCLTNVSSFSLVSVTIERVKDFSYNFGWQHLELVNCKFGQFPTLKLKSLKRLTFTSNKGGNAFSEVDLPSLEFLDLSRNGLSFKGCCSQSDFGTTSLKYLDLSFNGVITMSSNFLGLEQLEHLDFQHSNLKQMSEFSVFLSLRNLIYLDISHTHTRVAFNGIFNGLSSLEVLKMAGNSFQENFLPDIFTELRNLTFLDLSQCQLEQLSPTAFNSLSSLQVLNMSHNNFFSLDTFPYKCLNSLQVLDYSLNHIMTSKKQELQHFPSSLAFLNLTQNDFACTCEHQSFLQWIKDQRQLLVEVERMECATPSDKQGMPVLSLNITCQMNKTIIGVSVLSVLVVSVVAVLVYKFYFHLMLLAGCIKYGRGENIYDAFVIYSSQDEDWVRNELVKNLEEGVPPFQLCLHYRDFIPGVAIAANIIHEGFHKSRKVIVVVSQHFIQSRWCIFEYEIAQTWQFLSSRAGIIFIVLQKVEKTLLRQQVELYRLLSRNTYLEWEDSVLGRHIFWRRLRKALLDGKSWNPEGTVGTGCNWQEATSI
Target sequence (Q99836 whole entry, looked up): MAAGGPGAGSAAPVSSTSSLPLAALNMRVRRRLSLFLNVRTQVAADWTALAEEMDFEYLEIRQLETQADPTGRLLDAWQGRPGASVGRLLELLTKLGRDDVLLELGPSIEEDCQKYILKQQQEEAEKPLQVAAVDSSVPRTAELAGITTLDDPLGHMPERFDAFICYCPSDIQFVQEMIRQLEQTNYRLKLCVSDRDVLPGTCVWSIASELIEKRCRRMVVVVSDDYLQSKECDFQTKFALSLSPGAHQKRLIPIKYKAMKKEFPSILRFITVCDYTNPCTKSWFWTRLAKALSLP
Efa HMGR inh: inhibitors of class II HMG-CoA reductase from Enterococcus faecalis. inhibition, % at 10 µM. purified E. faecalis HMGR, NADPH absorbance 340 nm kinetic. AID 1066. 190,000 compounds, 0.41% hits;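 active = inhibition above a set limit, the median over all tested compounds plus 3 SD, cut at about 9.5% in these data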;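 also: enzyme runs in reverse so mevalonate oxidation gives rising NADPH absorbance; 0% = complete reaction with DMSO and 100% = background rate lacking mevalonate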
STAT3 inh: STAT3 signaling inhibition | AID 862 | inhibition, % at 5.5 µM | U3A cells, IL-6 STAT3-luciferase reporter, luminescence; host cell line lacks STAT1 | 190,000 compounds, 0.89% hits;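 active = inhibition above the mean inhibition across all screened compounds plus 3 SD, cut at about 44% in these data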;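 also: 0% = DMSO only wells and 100% = 100 µM nifuroxazide control wells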
NF-kB neuron act: compounds increasing NF-kB expression in human neuronal cells | 190,000 compounds, 1.6% hits | NF-kB reporter expression; hits give high values | AID 1239 | fold change at 12.5 µM; in the data active = fold change above about 3.3
Starred values were filed as active, the others as inactive; . = not tested or not shown.

nr	Compound	APP 5'UTR act	Hsp70 activator	STAT3 act	STAT1 inh	Redox H2O2 prof	STAT1 activator	TLR4-MyD88 BLA	Efa HMGR inh	STAT3 inh	NF-kB neuron act
1	Cc1ccc(-c2nc(S(=O)(=O)c3ccc(F)cc3)c(SCC(=O)NCC3CCCO3)o2)cc1 (stereo not drawn)	19	-0.3	101	18	2.4	83	-12	4	2	0.99
2	Cn1cnc([N+](=O)[O-])c1S(=O)(=O)c1cccc(Cl)c1	-9	-0.2	107	-8	-0.5	107	8	-1	1	1.2
3	Cc1ccsc1/C=C1\CCC(C2CCCC2)C1=O (stereo not drawn)	202*	-0.2	82	-45	-0.7	140*	-2	-5	24	5.9*
4	C/C(=N/Nc1nc(-c2ccc(Cl)cc2)cs1)c1cccs1	22	-0.2	101	-9	0.6	108	-9	-6	0	1.1
5	CCOC(=O)/C(=C/c1ccccc1)NC(=O)c1ccco1	11	-0.4	99	3	0.1	97	-6	-4	4	1.2
6	CC1(C)Cc2cccc(OCC(=O)NCCOc3ccccc3)c2O1	6	-0.4	93	4	-0.3	94	0	-1	17	1.1
7	Cc1ccc(CCC2C3=C(CCCC3=O)OC3=C2C(=O)CCC3)cc1	-2	0.7	109	-7	-0.1	107	7	2	-4	1
8	COc1ccc(O/C(=N\S(=O)(=O)c2ccccc2)c2ccccc2)cc1	2	-0.1	95	6	-1.2	95	5	-2	12	1
9	O=C1c2cccc3cccc(c23)C(=O)N1CCN1CCN(C(=S)Nc2ccc(F)cc2)CC1	-14	-0.3	91	0	-0.3	100	-3	-3	13	1
10	O=C1c2ccccc2C(=O)c2c(NCc3cccnc3)cccc21	2	-0.4	77	6	1.8	94	-4	-8	32	1.5
11	COc1ccc(NC(=O)Nc2ccc3c(c2)N(C)C(=O)CS3)cc1Cl	8	0.1	82	-1	1.6	101	5	1	28	0.87
12	CC(C)C[C@@H](CN(C)N=O)N(C[C@H](Cc1ccccc1)N(CCc1ccccc1)N=O)N=O	11	0.4	.	5	0.8	97	-3	-1	.	0.55
13	Cc1nc2ccc(NC(=O)c3ccc(F)c(S(=O)(=O)N4CCOCC4)c3)cc2s1	-6	-0.2	92	13	0.2	89	10	-2	13	0.56
14	Cn1cccc1CNC1CCCC1	-7	-0.3	106	-4	-1.4	104	14	-2	-1	1.4
15	CCOc1ccccc1N1Cc2cc(C)c(C)cc2C1	23	-0.1	121	-8	-0.2	108	-1	-2	-20	1
16	O=C(/C=C/c1ccc(Br)o1)OCc1ccccc1	-21	-0.2	96	-2	-0.1	102	2	2	10	1.3
17	COc1nc(-c2ccccc2)ccc1-c1noc(-c2ccccc2F)n1	-10	0.8	100	-8	-0.1	107	4	-2	7	2.3
18	CC(OC(=O)CNC(=O)c1ccccc1F)C(=O)Nc1nc(-c2ccccc2)cs1 (stereo not drawn)	21	0.3	99	-23	-0.5	122	3	-5	0	1.2
19	CCOC(=O)C(C)Sc1nc2c(cnn2-c2ccc(C)cc2)c(=O)[nH]1 (stereo not drawn)	12	-0.1	107	-5	1.3	104	-3	-5	-5	1.1
20	c1ccc(C2=NC(c3ccccc3)N=C(c3ccccc3)N2)cc1	0	-0.3	95	3	-1.2	101	-8	-6	8	.

nr	Compound	APP 5'UTR act	Hsp70 activator	STAT3 act	STAT1 inh	Redox H2O2 prof	STAT1 activator	TLR4-MyD88 BLA	Efa HMGR inh	STAT3 inh	NF-kB neuron act
21	CCOc1cc(S(=O)(=O)N2CCCC2)ccc1Cl	-11	-0.5	105	7	0.3	94	-6	0	-6	1.1
22	CCCCN(C(=O)c1ccc2c(c1)OCO2)c1ccccc1	-6	-0.1	107	-2	-1.1	100	-14	-3	-3	0.94
23	CCOc1ccc(NC(=O)C2CCN(C(=O)NC3CCCCC3)CC2)cc1	8	-0.1	100	1	-0.5	94	10	4	4	1.1
24	Cc1ccc(C(=O)c2ccccc2C(=O)OCC(=O)Nc2ccc(SC(F)F)cc2)cc1	-23	0.1	110	-1	.	101	-7	2	-12	0.91
25	O=C(CN1CC[n+]2c(-c3cccs3)csc21)c1ccc(-c2ccccc2)cc1	-3	-0.3	94	10	-0.6	91	-26	-2	16	0.89
26	CCC(C(=O)NC1CCCC1)N(C(=O)Cn1nnc(-c2ccc(OC)c(OC)c2)n1)C1CCCCC1 (stereo not drawn)	5	-0.2	101	5	1.1	95	4	-1	3	0.77
27	O=C1C2C(C(=O)N1c1ccncc1)C1C=CC2C12CC2 (stereo not drawn)	0	-0.1	94	-8	3.2	108	3	-8	9	1.5
28	O=C(NNc1nc2c(F)cc(F)cc2s1)C1=COCCO1	2	-0.1	98	4	-0.3	95	-11	1	4	1.4
29	O=C(CCc1ccccc1)Nc1nnc(-c2cccs2)o1	.	-0.2	103	3	-1.9	97	-2	-4	6	0.96
30	O=C(CN(C(=O)CNC(=O)c1ccco1)c1ccc2c(c1)OCO2)NC1CCCCC1	7	0.2	105	2	0.1	98	-5	-6	4	1.3
31	COc1ccc(NC(=O)c2cccnc2N2CCCCC2)cc1	15	-0.3	92	12	0.6	92	-8	-11	11	1.1
32	N/C(Cc1ccc([N+](=O)[O-])cc1)=N\OC(=O)COc1ccc2ccccc2c1	-3	-0.1	101	-1	2.1	101	13	-5	10	1.2
33	CSc1nnc2c(n1)OC(c1cccn1C)N(C(C)=O)c1ccccc1-2 (stereo not drawn)	5	0.3	109	-1	0.0	101	2	-8	-5	1.1
34	N#C/C(=C1/CCCCCN1)c1nc2ccccc2s1	-10	0.1	98	-17	1.4	116	8	-1	7	1.4
35	Brc1ccc(N/N=C(/N=Nc2nn[nH]n2)c2ccccc2)cc1	-58	-0.3	78	4	3.8	97	9	-8	27	0.66
36	CCC(=O)Nc1ccc(NC(=O)CN2CCCC(C)C2)c(Cl)c1 (stereo not drawn)	9	-0.2	96	0	-5.1	100	10	-8	13	1.4
37	Cc1ccc(S(=O)(=O)n2cc(-c3ccccc3)c(N)n2)cc1	-7	-0.3	96	3	-1.3	97	-2	-1	6	0.82
38	CN(C)S(=O)(=O)c1cccc(NC(=O)c2ccncc2)c1	-1	-0.4	98	11	0.0	90	-4	-5	7	0.93
39	N#C/C(=C\c1cccs1)c1nc2ccccc2[nH]1	32	-0.3	115	-28	0.1	125	-6	-6	-21	1.8
40	O=C(Cn1cnc2c(nnn2-c2ccc(F)cc2)c1=O)N1CCCC1	-1	-0.2	104	4	0.3	97	-9	-1	5	1.2

nr	Compound	APP 5'UTR act	Hsp70 activator	STAT3 act	STAT1 inh	Redox H2O2 prof	STAT1 activator	TLR4-MyD88 BLA	Efa HMGR inh	STAT3 inh	NF-kB neuron act
41	COc1ccccc1CNC(=O)c1ccc(SC)cc1OC	-6	0.1	95	-10	-4.4	109	3	-1	11	1.4
42	COC(=O)CN(c1cc(C(F)(F)F)ccc1Cl)S(C)(=O)=O	-2	-0.2	101	-2	0.3	102	2	-4	3	1.1
43	CCCOc1ccc(Cc2c(COCC)[nH]c(=S)[nH]c2=O)cc1	-1	-0.1	103	2	-0.8	96	-11	-2	-2	1.8
44	CCc1c(C)nc2ncnn2c1N1CCCC(C(=O)NCc2ccco2)C1 (stereo not drawn)	-13	-0.1	98	17	0.2	79	9	2	3	1
45	CCOc1ccc(CN2CCN(Cc3ccsc3)C(CCO)C2)cc1CO (stereo not drawn)	-18	-0.5	109	-2	0.4	102	10	-7	-5	1
46	CCOC(=O)c1c(C)[nH]c(C)c1C(=O)COC(=O)c1c(OC)cccc1OC	-1	-0.2	101	2	-0.3	99	-10	5	-3	0.89
47	C/C(=C\C(=O)O)C(=O)Nc1nccs1	-5	-0.3	98	-1	-0.1	101	-33	0	3	1
48	N#Cc1ccc(-c2cccnc2)nc1SCc1ccc(Cl)cc1Cl	-2	-0.2	81	2	-7.9	98	3	-3	27	1.3
49	Cc1cccc(C(=O)NCc2nnc(SCC(=O)NC(C)c3ccccc3)n2C)c1 (stereo not drawn)	12	0.7	87	7	-0.1	93	2	1	17	1.1
50	Oc1ccc(CN2CCCc3ccccc32)c2cccnc12	-10	-0.4	105	6	-0.3	94	-5	-8	-3	0.85
51	CC(=O)c1sc(N/N=C/c2cccc(O)c2)nc1C	59	0.2	.	-20	0.3	116	-11	-2	.	2
52	Nc1nonc1C(=O)NCCNc1ncccc1[N+](=O)[O-]	17	-0.2	98	9	-0.6	92	-4	-6	3	1.1
53	COc1ccc2c(c1)CC/C(=C\C=C\c1ccccc1)C2=O	30	0.2	91	-8	1.2	107	-12	-1	14	1.2
54	COc1ccc(NC(=O)c2ccccc2CC[N+](=O)[O-])cc1	30	-0.3	103	-4	-0.9	102	-10	-3	0	1.4
55	Cc1ccccc1NC(=O)c1ocnc1C	17	-0.4	110	-1	-0.2	102	-9	-4	-12	0.98
56	CN(C)S(=O)(=O)c1ccc(C(=O)NCc2nnc(SCC(=O)Nc3ccc(F)cc3)n2-c2ccc(F)cc2)cc1	-11	-0.3	95	-1	-0.2	101	-9	1	9	0.97

As a working copy, part of the list above.
nr	Compound	APP 5'UTR act	Hsp70 activator	STAT3 act	STAT1 inh	Redox H2O2 prof	STAT1 activator	TLR4-MyD88 BLA	Efa HMGR inh	STAT3 inh	NF-kB neuron act
17	COc1nc(-c2ccccc2)ccc1-c1noc(-c2ccccc2F)n1	-10	0.8	100	-8	-0.1	107	4	-2	7	2.3
18	CC(OC(=O)CNC(=O)c1ccccc1F)C(=O)Nc1nc(-c2ccccc2)cs1 (stereo not drawn)	21	0.3	99	-23	-0.5	122	3	-5	0	1.2
19	CCOC(=O)C(C)Sc1nc2c(cnn2-c2ccc(C)cc2)c(=O)[nH]1 (stereo not drawn)	12	-0.1	107	-5	1.3	104	-3	-5	-5	1.1
20	c1ccc(C2=NC(c3ccccc3)N=C(c3ccccc3)N2)cc1	0	-0.3	95	3	-1.2	101	-8	-6	8	.
21	CCOc1cc(S(=O)(=O)N2CCCC2)ccc1Cl	-11	-0.5	105	7	0.3	94	-6	0	-6	1.1
22	CCCCN(C(=O)c1ccc2c(c1)OCO2)c1ccccc1	-6	-0.1	107	-2	-1.1	100	-14	-3	-3	0.94
23	CCOc1ccc(NC(=O)C2CCN(C(=O)NC3CCCCC3)CC2)cc1	8	-0.1	100	1	-0.5	94	10	4	4	1.1
24	Cc1ccc(C(=O)c2ccccc2C(=O)OCC(=O)Nc2ccc(SC(F)F)cc2)cc1	-23	0.1	110	-1	.	101	-7	2	-12	0.91
25	O=C(CN1CC[n+]2c(-c3cccs3)csc21)c1ccc(-c2ccccc2)cc1	-3	-0.3	94	10	-0.6	91	-26	-2	16	0.89
26	CCC(C(=O)NC1CCCC1)N(C(=O)Cn1nnc(-c2ccc(OC)c(OC)c2)n1)C1CCCCC1 (stereo not drawn)	5	-0.2	101	5	1.1	95	4	-1	3	0.77
27	O=C1C2C(C(=O)N1c1ccncc1)C1C=CC2C12CC2 (stereo not drawn)	0	-0.1	94	-8	3.2	108	3	-8	9	1.5
